Bioassay records: PubChem BioAssay, several laboratories
MrgX1 antag = antagonists of human MrgX1 receptor. Q96LB2. MRGX1-HEK293 calcium flux, Fluo-4, BAM8-22 antagonism; active compounds read low. B-score at 10 µM. actives 1.3% (n = 310,000). AID 588676;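 active = calcium-response B-score plate-corrected more than 3 library SD below zero, starting fluorescence within 5 deviations, no agonist response on first addition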;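 also: peak minus trough fluorescence over baseline after final BAM8-22 challenge near maximal dose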
HDAC3 inh = human HDAC3 inhibition; actives 0.15% (n = 320,000); recombinant HDAC3, fluorogenic peptide/trypsin coupled, fluorescence; inhibition, % at 8.3 µM; AID 2718; in the data active = inhibition above about 26%, passing the limit was not always enough
MrgX1 PAM = allosterically activates human MrgX1 receptor signaling; MrgX1-HEK293, Fluo-4 calcium flux, FDSS; active compounds read high; actives 0.63% (n = 310,000); B-score at 10 µM; Q96LB2; AID 588675;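 active = plate-corrected calcium response at least 3 library SD above typical, normal starting fluorescence, not activating the receptor alone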;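 also: compound read alongside a low EC10 to EC30 dose of BAM8-22 agonist; peak minus trough fluorescence over baseline measured at the second addition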
MrgX1 ag = agonists of human MrgX1 receptor | actives 0.44% (n = 310,000) | Q96LB2 | MrgX1-HEK293 cells, Fluo-4 calcium fluorescence, agonist mode; active compounds read high | B-score at 10 µM;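 active = calcium response B-score plate-corrected fluorescence ratio at least 3 library SD, with starting fluorescence B-score inside 5 SD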
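times = overnight plating, then 30 min 37 °C plus 30 min room-temperature dye loading | assay system = stable human MrgX1 HEK293 cell line | input = fifteen thousand cells per well | signal = kinetic calcium dye fluorescence, Fluo-4 NW | dosing = compound delivered in addition one of three | read-out = B-scored fluorescence response ratio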
TMEM16A act = mouse TMEM16A channel activation, primary screen; HEK293 TMEM16A/YFP-H148Q/I152L, iodide quench fluorescence; active compounds read low; actives 0.3% (n = 340,000); Q8BHY3; B-score at 10 µM;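 active = fluorescence-ratio B-score plate-corrected deviation score at least 3 library SD below zero, with starting fluorescence score within 5 deviations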;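 also: channel opened by trigger with iodide after compound preincubation; score built on the fluorescence ratio of max minus min over baseline; more negative score means more quench and so TMEM16A activation or potentiation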
TRPC6 act = mouse TRPC6 channel activation. HEK293-TRPC6 membrane potential dye fluorescence; active compounds read high. B-score at 10 µM. actives 0.13% (n = 310,000). AID 2550;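 active = B-score of the integrated fluorescence ratio above library mean plus 3 SD, and starting fluorescence ratio within library mean plus 5 SD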;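 also: higher score means more depolarization so channel activation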
Target sequence (Q61143 whole entry, looked up): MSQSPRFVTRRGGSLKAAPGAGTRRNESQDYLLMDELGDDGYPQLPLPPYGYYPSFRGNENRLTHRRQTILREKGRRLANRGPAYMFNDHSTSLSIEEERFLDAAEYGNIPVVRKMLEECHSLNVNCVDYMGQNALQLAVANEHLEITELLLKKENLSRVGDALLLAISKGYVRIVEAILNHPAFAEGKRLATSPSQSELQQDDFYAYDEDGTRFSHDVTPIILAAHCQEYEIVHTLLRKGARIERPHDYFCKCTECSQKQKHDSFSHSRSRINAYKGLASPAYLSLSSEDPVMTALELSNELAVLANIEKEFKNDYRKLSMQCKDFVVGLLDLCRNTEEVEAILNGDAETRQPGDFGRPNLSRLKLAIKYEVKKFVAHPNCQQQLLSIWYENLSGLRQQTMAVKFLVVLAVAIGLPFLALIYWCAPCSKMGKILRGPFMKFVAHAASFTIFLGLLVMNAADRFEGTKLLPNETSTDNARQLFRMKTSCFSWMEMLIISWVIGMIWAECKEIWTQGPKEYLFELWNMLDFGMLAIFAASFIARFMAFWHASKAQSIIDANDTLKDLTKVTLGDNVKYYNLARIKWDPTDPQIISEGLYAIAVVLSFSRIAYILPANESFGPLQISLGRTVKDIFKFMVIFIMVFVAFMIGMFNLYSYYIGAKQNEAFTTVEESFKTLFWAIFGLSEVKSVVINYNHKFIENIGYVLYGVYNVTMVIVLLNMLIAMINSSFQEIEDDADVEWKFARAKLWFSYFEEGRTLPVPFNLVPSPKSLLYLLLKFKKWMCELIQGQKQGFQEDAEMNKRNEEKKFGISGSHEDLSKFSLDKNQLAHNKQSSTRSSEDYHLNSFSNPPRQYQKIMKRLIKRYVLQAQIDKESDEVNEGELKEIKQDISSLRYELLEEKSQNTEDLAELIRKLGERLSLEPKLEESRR
ANO1 block = blocks the mouse calcium-activated chloride channel TMEM16A; actives 1.2% (n = 310,000); normalized B-score (activity score, 25-100; higher = stronger inhibition) at 10 µM; HEK293 TMEM16A/YFP iodide influx fluorescence, ionomycin;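 active = ratio plate-corrected score three or more library SD toward inhibition, starting fluorescence score within five deviations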;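 also: score derived from kinetic fluorescence span divided by baseline fluorescence per well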
TRPC6 inhibitor = inhibitors of mouse TRPC6 channel; B-score at 10 µM; HEK293-TRPC6, membrane potential dye, ACh-evoked depolarization; active compounds read low; AID 2553; actives 1.1% (n = 310,000);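 active = B-score under library mean minus 3 SD, initial fluorescence not abnormally high, positive integrated signal ratio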;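 also: B-score derived from integrated fluorescence ratio over the kinetic read; more negative B-score means stronger inhibition of depolarization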
RGS4 act = potentiators or activators of RGS4 | HEK293 M3R/inducible RGS4, carbachol calcium flux Fluo4; active compounds read low | B-score at 10 µM | actives 0.92% (n = 310,000) | AID 463111;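 active = B-score of the integrated calcium signal more than 4 SD below the library mean, with starting fluorescence not abnormally high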;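 also: negative B-score means reduced calcium response which marks RGS4 activation or potentiation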
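Material: M3R-expressing HEK293 line, RGS4 induced by doxycycline | Schedule: Overnight RGS4 induction, 30 min dye load 37 °C, 20 min compound RT | Measured by: Fluo4 fluorescence kinetic imaging of calcium | Read-out: Integrated calcium ratio converted to B score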
SKKanGAS inh = blocks kanamycin growth of S. pyogenes SKKanGAS strain; inhibition, % at 7.5 µM; AID 1662; actives 1.3% (n = 300,000); BacTiter-Glo, 6 h;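 active = mean replicate score, as percent of positive control median, at least 50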;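 also: strain carries kanamycin resistance gene driven by streptokinase promoter and grows in 40 µg/ml kanamycin; loss of luminescence reflects streptokinase promoter inhibition or plain growth inhibition; 0% = median of DMSO wells and 100% = positive control at its reference dose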
RGS4 inh = inhibitors of human RGS4; P49798; HEK293 M3R/RGS4 inducible, Fluo-4 calcium flux; active compounds read high; triggered by carbachol at its EC20; B-score at 10 µM; actives 0.45% (n = 310,000); AID 463165;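 active = B-score, a plate-corrected calcium signal, over three deviations above library mean, with baseline fluorescence within five deviations of library mean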;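 also: RGS4 expression induced by doxycycline in cells with stable M3 receptor; B-score is computed from the integrated fluorescence ratio over baseline after carbachol; higher B-score means a larger calcium signal and so more RGS4 inhibition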
An asterisk follows results filed as active; i = inactive; / = no result given.

SMILES	MrgX1 antag	HDAC3 inh	MrgX1 PAM	MrgX1 ag	TMEM16A act	TRPC6 act	ANO1 block	TRPC6 inhibitor	RGS4 act	SKKanGAS inh	RGS4 inh
CCOc1ccc(-c2nc(CCl)cs2)cc1	i	/	i	i	i	i	i	i	i	-9	i
CC(Oc1ccccc1F)C(=O)NN (centres undefined)	i	-2	i	i	i	i	i	i	i	-10	i
CC(=O)N1CCCc2cc(S(=O)(=O)N3CCCC(C(=O)Nc4ccc(C)cc4C)C3)ccc21 (centres undefined)	i	-1	i	i	i	i	i	i	i	-13	i
Cc1ccccc1-c1nc(CN2CCC(C(=O)NCC3CCCO3)CC2)c(C)o1 (centres undefined)	i	-7	i	i	i	i	i	i	i	-5	i
CCOc1ccc(/C=C/C(=O)Nc2ccc(OC)cc2[N+](=O)[O-])cc1	i	-3	i	i	i	i	i	i	i	0	i
CNC(=O)C(=O)Nc1cc2c3c(c1)CCC(=O)N3CCC2	i	-4	i	i	i	i	i	i	i	5	i
COc1cccc(CNC(=O)CSCc2cnn(-c3ccccc3)c2-n2cccc2)c1OC	i	1	i	i	i	i	100*	i	i	-2	i
Cc1noc(NS(=O)(=O)c2ccc(NC(=O)CSc3nnc4c(n3)[nH]c3ccccc34)cc2)c1C	i	0	i	i	i	i	i	i	i	16	i
COC(=O)c1ccc2[nH]c3cccc(/C(=C/c4ccccc4)c4ccccc4)c3c2c1	i	-6	i	i	i	i	i	i	i	94*	i
COc1ccc(C(C(=O)NCc2ccccc2)N(C(=O)c2snc(C(N)=O)c2N)c2ccccc2OC)cc1 (centres undefined)	i	-9	i	i	i	i	i	i	i	7	i
CCOC(=O)c1c(-c2ccccc2)csc1NC(=O)c1cc(-c2ccccc2OC)on1	i	-14	i	i	i	i	i	i	i	-6	i
Cc1nn(CCCC(=O)Nc2cnn(Cc3ccc(F)cc3)c2)c(C)c1[N+](=O)[O-]	i	2	i	i	i	i	i	i	i	-14	i
COCCn1c(=O)[nH]c(=O)c2c1nc(-c1ccc(-c3ccc(Cl)cc3[N+](=O)[O-])o1)n2Cc1ccccc1	i	-2	i	i	i	i	i	i	i	17	i
CCOCCn1c(-c2ccccc2)nc2ccccc21	i	0	i	i	i	i	i	i	i	21	i
CCOC(=O)c1sc2ncc([N+](=O)[O-])cc2c1N	i	-1	i	i	i	i	i	i	i	-5	i

In the list so far, 2 contain fluorine.
SMILES	MrgX1 antag	HDAC3 inh	MrgX1 PAM	MrgX1 ag	TMEM16A act	TRPC6 act	ANO1 block	TRPC6 inhibitor	RGS4 act	SKKanGAS inh	RGS4 inh
CC(Oc1ccccc1F)C(=O)NN (centres undefined)	i	-2	i	i	i	i	i	i	i	-10	i
Cc1nn(CCCC(=O)Nc2cnn(Cc3ccc(F)cc3)c2)c(C)c1[N+](=O)[O-]	i	2	i	i	i	i	i	i	i	-14	i

Remaining list, next part
SMILES	MrgX1 antag	HDAC3 inh	MrgX1 PAM	MrgX1 ag	TMEM16A act	TRPC6 act	ANO1 block	TRPC6 inhibitor	RGS4 act	SKKanGAS inh	RGS4 inh
CC(=O)Nc1ccc(NC(=O)COc2ccc(S(=O)(=O)N3CCCC3)cc2)cc1	i	-4	i	i	i	i	i	i	i	1	i
CCOc1ccc(NC(=O)C2CCCN(S(=O)(=O)c3ccc4c(c3)CC(C)N4C(C)=O)C2)cc1 (centres undefined)	i	-2	i	i	i	i	i	i	i	-8	i
Cc1c([C@H]2[C@@H](CC#N)C2(C)C)c2ccccc2n1C	i	6	i	i	i	i	i	i	i	-5	i
Cc1ccc(NCc2nnc(SCC(N)=O)n2CCc2ccccc2)cc1	/	/	/	/	/	i	/	i	i	-1	i
CCOC(=O)N/N=C/c1cc(OC)c(O)c(OC)c1	i	11	i	i	i	i	i	i	i	8	i
COc1ccc(OC)c(NS(=O)(=O)c2ccc3c(c2)n(C)c(=O)n3C)c1	i	-3	i	i	i	i	i	i	i	3	i
COCOc1ccc(/C=C2/Oc3cc(OCOC)cc(OCOC)c3C2=O)c(OCOC)c1	i	1	i	i	/	i	i	i	i	-3	i
Cc1ccc(C2C(=O)c3ccccc3C2=O)cc1	i	-5	i	i	i	i	i	i	i	1	i
CC(=O)N1CCN(C(=O)CSc2nnc(C)n2-c2ccccc2)CC1	i	-3	i	i	i	i	i	i	i	-1	i
CC(C)OC(=O)CCCNc1ccc([N+](=O)[O-])cc1[N+](=O)[O-]	i	9	i	i	i	i	i	i	i	5	i
Cc1ccc(C(=O)NCCSC2CCCCC2)cc1S(=O)(=O)Nc1ccccc1	i	-2	i	i	i	i	i	i	i	-3	i
COc1ccc(C(C)(C)C)cc1NC(=O)c1[nH]c(C)c(C(C)=O)c1C	i	15	i	i	i	i	i	i	i	0	i
CCCCOC(=O)Nc1cccc(C(C)=O)c1	i	5	i	i	i	i	i	i	i	-9	i
Cc1ccccc1OCCNC(=O)c1ccc2ccccc2n1	i	-9	i	i	i	i	i	i	i	-2	i
COc1ccc(-c2csc(NC(=O)CSc3nc(C)cs3)n2)cc1	i	-4	i	i	i	i	i	i	i	-19	i
CCOc1ccc(C(=O)NC2CCN(S(=O)(=O)c3ccccc3)CC2)cc1	i	-4	i	i	i	i	i	i	i	16	i
Cc1ccc(C)c(C(=O)COC(=O)c2cccc(N3C(=O)c4c(C)nc5ccccc5c4C3=O)c2)c1	i	4	i	i	i	i	i	i	i	1	i
CCc1ccc(Oc2cc(C)nc(N)n2)cc1	i	0	i	i	i	i	i	i	i	3	i
O=C1CCC([N+](=O)[O-])C(c2ccc(-c3ccccc3)cc2)N1 (centres undefined)	i	-13	i	i	i	i	i	i	i	-4	i
O=C(Cc1c(O)c2ccccc2[nH]c1=O)NCc1ccc(F)cc1	i	-4	i	i	i	i	i	i	i	-1	i
Cc1oc(-c2ccc(Cl)cc2)nc1CN1CCCC(C(=O)NCc2cccnc2)C1 (centres undefined)	i	5	i	i	i	i	i	i	i	4	i
Cc1cc(NC(=O)Cn2nc(C(=O)O)c3ccccc3c2=O)ccc1Br	i	2	i	i	i	i	i	i	i	-2	i
Cc1ccc(-c2nnc(SC(C)C#N)n2N)cc1 (centres undefined)	i	-5	i	i	i	i	i	i	i	-24	i
CC1(C)Cc2ccccc2-c2n[nH]c(=S)n21	i	8	i	i	i	i	i	i	i	-3	i
O=C(c1ncc[nH]1)c1ccccc1C(=O)N1CCOCC1	i	5	i	i	i	i	i	i	i	-7	i
O=C(CSC1=NS(=O)(=O)c2cc(F)ccc2N1)Nc1ccccc1F	i	/	i	i	i	i	i	i	i	11	i
O=C(CSc1nc(-c2cccs2)cc(C(F)(F)F)n1)Nc1cc(OCC(F)(F)F)cc([N+](=O)[O-])c1	i	0	i	i	i	i	i	i	i	17	i
NS(=O)(=O)c1ccc2nc(NC(=O)C3CCCO3)sc2c1 (centres undefined)	i	1	i	i	i	i	i	i	i	2	i
Cc1ccn2cc(CNS(=O)(=O)c3ccc4ccccc4c3)nc2c1	i	-6	i	i	i	i	i	i	i	22	i
COC(=O)CSc1nc2ccc(NC(C)=O)cc2s1	i	2	i	i	/	i	i	i	i	0	i

Looked up above.
In SKKanGAS inh, `CCc1ccc(Oc2cc(C)nc(N)n2)cc1` has 3
In SKKanGAS inh, `O=C(c1ncc[nH]1)c1ccccc1C(=O)N1CCOCC1` has -7

Later entries.
SMILES	MrgX1 antag	HDAC3 inh	MrgX1 PAM	MrgX1 ag	TMEM16A act	TRPC6 act	ANO1 block	TRPC6 inhibitor	RGS4 act	SKKanGAS inh	RGS4 inh
O=C(NC1CC2CCCC(C1)N2C(=O)NC1CCCCC1)c1ccc(F)cc1 (centres undefined)	i	8	i	i	i	i	i	i	i	9	i
Cc1ccc(-n2cnn(-c3ccc([N+](=O)[O-])cc3[N+](=O)[O-])c2=O)cc1	i	2	i	i	i	i	i	i	i	7	i
CN1C(=O)COc2ccc(C(=O)c3oc4ccccc4c3-c3cnc4c(c3)COc3ccccc3-4)cc21	/	/	/	/	/	i	/	i	i	4	i
CC(OC(=O)c1cc2sccc2n1C)C(=O)NCc1ccco1 (centres undefined)	i	3	i	i	i	i	i	i	i	-6	i
CC(Oc1cccc2c1OC(C)(C)C2)C(=O)O (centres undefined)	i	4	i	i	i	i	i	i	i	-2	i
O=C1CCCc2c1[nH]c1ccc(Cl)cc21	i	-5	i	i	i	i	i	i	i	-4	i
CCOC(=O)N1CCC(NC(=O)c2cc3c(-c4ccc(OC)c(OC)c4)nn(C)c3s2)CC1	i	1	i	i	i	i	i	i	i	23	i
CCCOc1ccc(Cl)cc1Nc1nc(NCCO)nc(N2CCCC2)n1	i	20	i	i	i	i	i	i	i	1	i
COc1cccc(N2CCN(C(=O)CCc3nnc4ccc(N5CCOCC5)nn34)CC2)c1	i	-1	i	i	i	i	i	i	i	2	i
Cc1cc(NC(=O)CSCC(=O)Nc2ccccc2N2CCCCC2)no1	i	/	i	i	i	i	i	i	i	5	i
Cc1ccc(/C=C2\SC(=S)N(CCCC(=O)NC3CCCC3)C2=O)cc1	i	1	i	i	i	i	i	i	i	-4	i
Cc1nn(Cc2ccccc2)c(Cl)c1C(=O)NCCc1ccc(Cl)cc1	i	/	i	i	i	i	i	i	i	0	i
O=C(NNC(=O)c1cc2cc(Br)ccc2oc1=O)c1ccc(O)cc1O	i	-2	i	i	i	i	i	i	i	9	i
COc1ccc(S(=O)(=O)N2CCC(C(=O)NCCC3=CCCCC3)CC2)cc1OC	i	-5	i	i	i	i	i	i	i	-4	i
Cc1cccc(Cc2nnc(CCC(=O)N(CC3CC3)CC3CCCO3)o2)c1 (centres undefined)	i	1	i	i	i	i	i	i	i	-3	i
O=C1C2CCCN2C(c2ccccc2)N1c1nccs1 (centres undefined)	i	-2	i	i	i	i	i	i	i	-2	i
Cc1ccc(-n2nc(C)cc2NC(=O)c2ccc(C)s2)cc1	i	0	i	i	i	i	i	i	i	8	i
COC(=O)/C=c1/s/c(=C(\C#N)C(=O)NCc2ccco2)n(-c2ccc(C)cc2)c1=O	i	-1	i	i	i	i	i	i	i	-1	i
CCc1nnc(NC(=O)CSc2nccn2-c2cc(C)cc(C)c2)s1	i	5	i	i	i	i	i	i	i	1	i
COc1ccc(CCNc2oc(COc3ccccc3)nc2C#N)cc1	i	11	i	i	i	i	i	i	i	4	i
